NCOA3 inh = SRC3 coactivator transcriptional activity inhibitors, primary screen, cell-based, luminescence; Nuclear receptor coactivator 3 (Homo sapiens), Q9Y6Q9; 360,000 tested, 0.17% active; inhibition, % at 3.6 µM; HEK293 GAL4-SRC3 luciferase reporter; AID 588352, 2011;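 active means inhibition above a per-campaign cutoff, the mean of all compounds plus 3 SD, cut at about 60% in these data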;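 further: 0% = DMSO-treated cells and 100% = gossypol-treated cells at 36 µM; higher means less SRC3-driven luciferase light from the GAL4 reporter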
TROY signal inh = inhibitors of TROY-driven NF-kB signaling, primary screen, Q293 LMP1-TROYcd cells, NF-kB luciferase, uHTS | Q293 LMP1-TROYcd NF-kB luciferase reporter, 4 h | AID 1347056, 2019 | inhibition, % at 10 µM | 360,000 tested, 0.98% active;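 active means compounds whose plate-normalised and pattern-corrected inhibition of the luciferase reporter signal at the single screening dose is 50% or more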
NR5A2 inv ag = LRH-1 (NR5A2) inverse agonists, primary screen, cell-based, luminescence, HEK293T, StAR-luciferase reporter; LRH-1 transfected, 24 h; inhibition, % at 3.6 µM; 360,000 tested, 0.13% active; AID 602396, 2012; Nuclear receptor subfamily 5 group A member 2 (Homo sapiens), O00482;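 active means inhibition above the mean inhibition of all tested compounds plus 3 SD, cut at about 73% in these data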;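 further: 0% = DMSO wells and 100% = reporter-only cells lacking LRH-1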
Target sequence (O00482 whole entry, looked up): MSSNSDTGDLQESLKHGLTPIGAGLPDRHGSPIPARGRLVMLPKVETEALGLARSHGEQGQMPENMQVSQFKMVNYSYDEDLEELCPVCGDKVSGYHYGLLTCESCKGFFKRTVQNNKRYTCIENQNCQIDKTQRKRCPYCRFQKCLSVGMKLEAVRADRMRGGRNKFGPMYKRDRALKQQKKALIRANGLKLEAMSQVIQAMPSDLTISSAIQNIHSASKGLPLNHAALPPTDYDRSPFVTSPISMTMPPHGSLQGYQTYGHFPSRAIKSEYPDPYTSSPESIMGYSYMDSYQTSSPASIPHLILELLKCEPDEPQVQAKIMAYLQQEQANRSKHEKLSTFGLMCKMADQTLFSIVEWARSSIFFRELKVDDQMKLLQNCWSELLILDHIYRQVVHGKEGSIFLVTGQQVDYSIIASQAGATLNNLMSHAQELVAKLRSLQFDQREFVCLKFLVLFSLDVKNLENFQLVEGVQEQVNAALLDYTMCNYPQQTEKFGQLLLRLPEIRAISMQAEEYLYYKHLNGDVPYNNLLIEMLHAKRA
SRC1 inh = SRC1 coactivator transcriptional activity inhibitors, primary screen, cell-based, luminescence; inhibition, % at 3.6 µM; 360,000 tested, 0.12% active; HEK293 GAL4-SRC1 luciferase reporter; Nuclear receptor coactivator 1 (Homo sapiens), Q15788;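 active means inhibition above the campaign mean plus 3 SD, with each screening campaign given its own cutoff, cut at about 60% in these data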;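 further: 0% = DMSO treated cells and 100% = gossypol at 36 µM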
C8 TRAIL sens = viability loss with TRAIL in NB7+C8 cells, primary screen, TRAIL sensitizer project, cell-based, ATPlite luminescence; inhibition (viability loss, TRAIL sensitization), % at 10 µM; 360,000 tested, 1% active; AID 624354, 2012;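 active means compounds causing at least 50% loss of cell viability in the single-dose screen, relative to plate controls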
Shn3 3UTR inh = reduction of Shn3 3'UTR firefly luciferase signal, primary screen, Schnurri-3 inhibitor project, cell-based, Clone20 osteoblasts, set 2. Clone20 osteoblast Shn3 3'UTR firefly luciferase, 24 h. inhibition, % at 12.5 µM. 360,000 tested, 0.52% active;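 active means mean inhibition of at least 75% with every replicate also reaching 75%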;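 further: 0% = median of neutral control wells and 100% = pilot-screen positive control compound; some compounds past the cut are filed as inactive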
KKLEB cytotox = cytotoxicity in KKLEB CF airway cells, primary screen, cytotoxicity control for CF NF-kB inhibitor project, cell-based, uHTS, fluorescence assay plates | KKLEB CF airway cells viability, ATPlite luminescence, overnight; hits give low values; cells stimulated with P. aeruginosa culture filtrate | activity change (cytotoxicity), % at 5 µM | 360,000 tested, 0.36% active | AID 602141, 2011;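 active means corrected activity change at or below -50% at 5 µM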
NR2F2 inh = NR2F2 transcriptional activity inhibitors, primary screen, cell-based, luciferase reporter, HEK293T, luminescence. COUP transcription factor 2 (Homo sapiens), P24468. HEK293T NGFI-A luciferase reporter. inhibition, % at 8.6 µM. 370,000 tested, 0.7% active;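 active means inhibition above a per-plate cutoff, mean inhibition of test wells between control levels plus 3 SD, cut at about 38% in these data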;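 further: cells cotransfected with COUP-TFII expression vector driving the NGFI-A reporter; 0% = median of COUP-TF2 test wells and 100% = reporter-only cells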
Target sequence (P24468 whole entry, looked up): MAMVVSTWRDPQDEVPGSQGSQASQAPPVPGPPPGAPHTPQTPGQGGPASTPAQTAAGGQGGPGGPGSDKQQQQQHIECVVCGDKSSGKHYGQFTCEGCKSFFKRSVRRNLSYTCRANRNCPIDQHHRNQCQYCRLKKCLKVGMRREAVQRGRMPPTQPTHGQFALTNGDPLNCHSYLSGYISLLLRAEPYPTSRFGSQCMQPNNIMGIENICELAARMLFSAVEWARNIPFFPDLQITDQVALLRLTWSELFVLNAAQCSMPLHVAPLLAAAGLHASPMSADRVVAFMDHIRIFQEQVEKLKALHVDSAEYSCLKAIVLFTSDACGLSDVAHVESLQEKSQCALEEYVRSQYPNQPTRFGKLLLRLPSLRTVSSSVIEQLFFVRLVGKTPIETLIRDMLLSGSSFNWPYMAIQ
LMP1 NFkB inh = EBV LMP1-driven NF-kappaB luciferase reporter inhibitors, primary screen, cell-based, luminescence, single point | 350,000 tested, 0.69% active | inhibition, % at 12.5 µM | LMP1-induced NF-kappaB luciferase reporter cells; in the data active means inhibition above about 41%;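 further: 0% = neutral control wells and 100% = reference inhibitor control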
CF NFkB block = inhibitors of PAF-induced NF-kB signaling, primary screen, cell-based, GFP fluorescence, uHTS; KKLEB NF-kB-GFP reporter, GFP fluorescence overnight; inhibition, % at 5 µM; 360,000 tested, 0.86% active; AID 588850, 2011;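 active means at least 50% inhibition at 5 µM, scaled per plate between neutral and stimulator controls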;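 further: PAF is a Pseudomonas aeruginosa culture filtrate used as stimulus; plate controls were PAF-stimulated DMSO wells for no effect and unstimulated DMSO wells for full effect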
TWEAK Fn14 block = inhibitors of TWEAK-Fn14 signaling, primary screen, luciferase reporter cells, uHTS. TWEAK-stimulated Fn14 reporter cells, luciferase luminescence, 8 h. inhibition, % at 10 µM. 360,000 tested, 2% active; in the data active means inhibition above about 50%
* = called active by the depositor; / = not tested or not shown.

SMILES | NCOA3 inh | TROY signal inh | NR5A2 inv ag | SRC1 inh | C8 TRAIL sens | Shn3 3UTR inh | KKLEB cytotox | NR2F2 inh | LMP1 NFkB inh | CF NFkB block | TWEAK Fn14 block
Cc1ccc(NC(=O)CCC(=O)NNC(=O)COc2ccccc2)cc1C | -5 | -17 | 0 | 1 | 4 | -8 | 10 | -7 | 7 | -8 | -2
Cc1cc(C)nc(SCC(=O)Nc2ccc(S(=O)(=O)NCCO)cc2)n1 | -4 | 3 | 36 | 4 | -8 | 3 | -12 | -4 | -2 | 12 | -10
CC(C)CC(=O)Nc1cccc(-c2nc3ccccc3o2)c1 | 5 | -14 | 1 | -6 | 4 | 21 | 0 | -1 | 4 | -17 | 4
O=C(N/N=C\c1ccncc1)c1ccc(Cl)s1 | 2 | -10 | -17 | 4 | 0 | -8 | 11 | -4 | 2 | 5 | -1
COc1ccccc1-n1cnnc1SCC(=O)NC1CCS(=O)(=O)C1 (stereo unspecified) | 16 | 2 | 2 | -7 | 3 | 9 | 0 | -10 | -6 | -13 | -8
c1ccc(Nc2ncnc3c2oc2ccccc23)cc1 | -97 | -44 | -69 | -70 | 18 | -34 | 10 | -25 | -10 | -6 | 14
OC(CN1CCC(Cc2ccccc2)CC1)C(F)(F)F (stereo unspecified) | 11 | 8 | -18 | 3 | -12 | 5 | -10 | 12 | 8 | 4 | 22
Cc1nnc(SCC(=O)N2CC(=O)Nc3ccccc32)s1 | -5 | -4 | 2 | -12 | -1 | -15 | 4 | 0 | -6 | 11 | -6
COc1ccc(OC)c(C(=O)c2c(C)oc3cc(Br)c(O)c(CN(C)C)c23)c1 | 20 | -9 | 13 | -20 | 2 | / | -1 | 10 | / | -4 | 10
COc1ccccc1Nc1nnc(SCC(=O)N2CCCC2)s1 | -31 | -24 | -41 | -45 | -3 | -46 | -4 | -16 | 0 | 6 | -17
COc1cc(/C=N/NC(=O)C[n+]2ccccc2)cc(OC)c1OC | 8 | -23 | 1 | -5 | 4 | -26 | 8 | -2 | -12 | -17 | -8
CC/C(=N/NS(=O)(=O)c1ccc(Cl)cc1)c1ccc(O)cc1 | 6 | -6 | 0 | -13 | -14 | 6 | 0 | -6 | 6 | 19 | 6
CC(=O)NC(=S)Nc1ccc(NC(=O)c2cccnc2Cl)cc1 | -19 | 3 | 4 | -4 | 24 | -37 | 9 | 2 | 5 | -4 | 0
Cc1nc(CNS(=O)(=O)c2ccc3c(c2)OCCO3)cs1 | 18 | 1 | 2 | -7 | -5 | 17 | -11 | 6 | -2 | -33 | 15
Cc1ccccc1N1CC(C(=O)NC2CCCC2)CC1=O (stereo unspecified) | -7 | 3 | 1 | -130 | -1 | -5 | -15 | -4 | -4 | 0 | 8
CCOCCN(C(=O)c1ccccc1Cl)c1cccc(C)c1C | -7 | 8 | -2 | -27 | 5 | 4 | 2 | 18 | 3 | 20 | -22
COC(=O)C1=C(SC)N(c2ccccc2)C(c2ccccc2)CC1=O (stereo unspecified) | 10 | -13 | 6 | -28 | -3 | 11 | -8 | 25 | 3 | 4 | 5
CC(C)CCn1cnc2c1c(=O)n(C)c(=O)n2C | 0 | -5 | 6 | -6 | -4 | 5 | 4 | 4 | -6 | 3 | 2
CC(C)[C@H]1C(=O)Nc2ccccc2N1C(=O)N[C@@H](Cc1ccccc1)C(=O)N[C@@H](Cc1ccccc1)C(=O)O | 14 | -8 | 8 | 4 | 3 | -7 | 2 | 17 | 4 | 4 | 11
COCc1ccc(CN2CCC(C(=O)Nc3cccc(-c4cscn4)c3)CC2)o1 | 1 | -5 | 2 | 5 | 3 | -13 | 5 | -11 | -1 | -9 | -1
Cn1c(=O)c2c(nc(CCc3ccccc3)n2C)n(C)c1=O | -5 | -9 | 11 | -17 | 13 | 4 | 27 | 2 | 1 | -8 | 7
Cc1ccc2[nH]c(=O)c(CN(CCO)C(=O)NCc3ccccc3)cc2c1 | -38 | 0 | 5 | 12 | 3 | -27 | -2 | 8 | -2 | -8 | -2
CC(C)c1ccc(NC2(C#N)C(=O)Nc3ccccc32)cc1 (stereo unspecified) | -6 | 9 | -23 | -15 | 6 | 12 | -18 | 12 | -2 | -6 | -22
CCCN(CC(=O)Nc1ccccc1OC)C(=O)c1nc2nc(C)ccn2n1 | -1 | -3 | 10 | -6 | -13 | 6 | 7 | 9 | -1 | 13 | -10
NS(=O)(=O)c1cccc(NC(=O)CSc2ncc(C(F)(F)F)cc2Cl)c1 | 12 | 3 | 11 | 9 | 9 | 9 | -11 | 9 | 7 | 14 | 0
Going on with the list:
SMILES | NCOA3 inh | TROY signal inh | NR5A2 inv ag | SRC1 inh | C8 TRAIL sens | Shn3 3UTR inh | KKLEB cytotox | NR2F2 inh | LMP1 NFkB inh | CF NFkB block | TWEAK Fn14 block
CCCCCCSc1ncc(C#N)c(N)n1 | -29 | -33 | -18 | -23 | -8 | -8 | -8 | -28 | -8 | 10 | -10
CC(=O)Nc1ccc(S(=O)(=O)NCCC(=O)NCCOc2ccccc2)cc1 | 13 | 8 | 1 | 5 | 23 | -7 | 3 | 13 | 3 | -18 | 13
Cc1ccccc1-n1c(C)cc(/C=N/NC(=O)c2ccncc2)c1C | -12 | -8 | -4 | -43 | 5 | -16 | -4 | -14 | 6 | 2 | -22
O=C1OC(c2ccc(Cl)cc2)=C/C1=C/c1cccnc1 | 3 | -14 | -5 | -10 | -3 | -1 | 2 | -9 | -10 | 2 | 10
COc1ccc(-c2c(C)nn3c(C(F)(F)F)cc(C)nc23)cc1 | 1 | 17 | -2 | 8 | 11 | 7 | 1 | -11 | 1 | -10 | -6
OCCN(C=NC1=NN(c2cccc(C(F)(F)F)c2)CC1)CCO | 0 | -12 | 14 | -2 | -14 | -10 | -2 | 8 | 1 | 0 | -11
COC(=O)C(Cc1ccccc1)NC(=O)C12CC3CC(CC(C3)C1)C2 (stereo unspecified) | 12 | -13 | 3 | 7 | -7 | -4 | 0 | -4 | -5 | -6 | 14
O=C(CSc1nc(=O)n2ccccc2n1)NCc1ccc(F)cc1 | 23 | -11 | -17 | 2 | -13 | -8 | 7 | 9 | 7 | 3 | -4
CC(C)(C)OC(=O)[C@H](Cc1ccccc1)NC(=O)c1nc[nH]c1C(=O)NCc1ccccc1 | 5 | -12 | 8 | 8 | 5 | -6 | -11 | -5 | 5 | 15 | -2
CCOC(=O)[C@H]1[C@H]2COc3ccccc3[C@@H]2N2C(=O)c3cc(Cl)ccc3NC(=O)[C@@]12C | -5 | 26 | 16 | -32 | 0 | 0 | -7 | 6 | -14 | -14 | -9
CC(OC(=O)c1ccc(=O)n(Cc2ccccc2)n1)C(=O)Nc1cccc(Cl)c1 (stereo unspecified) | 7 | -7 | 7 | -36 | 4 | -6 | -7 | -6 | 1 | -24 | -10
COc1cc2c(cc1OC)-c1nnc(C)n1C(C)(C)C2 | 10 | 10 | 5 | -7 | -11 | 5 | -8 | -13 | -7 | 0 | -8
COC(=O)c1ccc(CSc2nc3scc(-c4cccs4)c3c(=O)[nH]2)o1 | -4 | 7 | -15 | -21 | 2 | -4 | 3 | 16 | -6 | -1 | -3
S=C(NCc1ccc(Cl)c(Cl)c1)NCc1ccco1 | 8 | -25 | -10 | 2 | 29 | 26 | 8 | -8 | -1 | -17 | 5
COc1ccc(CC(=O)Nc2ccccc2N2CCOCC2)cc1OC | 21 | 0 | 2 | -11 | -2 | -5 | 2 | -1 | 1 | 9 | -15
COc1ccc(C2=NO[C@@H]3C(=O)N(c4ccc5c(c4)OCCO5)C(=O)[C@H]23)cc1OC | 22 | 69* | 5 | 18 | -18 | 31 | -1 | 5 | 17 | 6 | 81*
CCOC(=O)C[C@H]1c2ccc(C(F)(F)F)cc2S(=O)(=O)N1C1CCCC1 | 14 | -13 | -7 | 5 | 7 | -8 | 15 | 1 | 14 | -21 | -22
CCCc1c(C(=O)NNc2cc(C(F)(F)F)ccc2Cl)cnn1-c1ccccc1 | 15 | 4 | 7 | 17 | 4 | 13 | -6 | 3 | 8 | 11 | -2
N#Cc1cccc(C(=O)OCc2cccc(S(=O)(=O)N3CCOCC3)c2)c1 | 11 | -32 | 5 | -21 | -10 | 10 | 5 | -6 | 2 | 0 | -3
O=[N+]([O-])c1ccc(CS(=O)c2ccccc2)cc1 (stereo unspecified) | -19 | 0 | -22 | -23 | -10 | 2 | 5 | -19 | 8 | -1 | 10
CCOC(=O)c1[nH]c(C)c(C(=O)OCc2ccc(C)cc2)c1C | 12 | 15 | -11 | 25 | 13 | -11 | 1 | 2 | -5 | 1 | 6
Cc1ccc(C)c(OCC(=O)Nc2ccc(S(=O)(=O)N3CCN(C)CC3)cc2)c1 | 4 | -1 | -2 | 8 | -8 | 12 | 6 | 11 | 3 | -5 | 4
Cc1ccc(C)c(NC(=O)CCC(=O)N/N=C/c2cc([N+](=O)[O-])ccc2O)c1 | 12 | -17 | -1 | -18 | 5 | 33 | 8 | 23 | 1 | -10 | 2
CCOC(=O)c1sc2ccc(S(=O)(=O)N3CCCCC3)cc2c1N | 15 | -17 | 2 | 19 | 1 | 1 | -8 | 17 | 10 | 10 | 34
Cc1[nH]c2ccccc2c1/C=N/NC(=O)Cc1cccs1 | 14 | -15 | -36 | -2 | -24 | -2 | -7 | 2 | 3 | -7 | -8
CNc1cncc(-c2ccc(OC)cc2)n1 | -37 | 8 | -58 | -36 | -2 | 7 | -8 | -37 | / | 7 | -4
Cc1ccc(-n2c(C)nc3c(cnn3-c3ccc(F)cc3)c2=O)cc1 | 19 | -14 | -6 | 5 | 18 | 62 | 1 | 6 | 13 | -3 | 24
CCN1CCN(C(=O)CN(C)S(=O)(=O)c2cc(C)ccc2OC)CC1 | -29 | -7 | -7 | -33 | -8 | -8 | 0 | -13 | -18 | -22 | 2
CCCCc1nnc(NC(=O)c2nc3nccc(C)n3n2)s1 | 5 | 14 | 10 | 4 | 6 | -14 | 15 | 14 | 0 | 8 | 7
O=C(NCc1ccc2c(c1)OCO2)C1CCCN1C(=O)Nc1ccc(F)cc1 (stereo unspecified) | 9 | -15 | 7 | 5 | -18 | -8 | 5 | 6 | -5 | -17 | -11

Source: PubChem BioAssay (several laboratories)

An excerpt (hit frequency here may not be typical).
